Source: PubChem
G9a block: inhibitors of human histone lysine methyltransferase G9a; Q96KQ7; Potency, µM (doses to about 102 µM), inactives show top-dose activity, negative = inhibition, most hits filed as inhibitors; G9a H3K9 monomethylation, AlphaScreen, 2 h; actives 8.8% (n = 350,000); further: potency means the concentration at half of the fitted maximal effect; on the % scale 0 is the no-effect control and ±100 the full control effect; nearly all actives have a fitted effect of over 75% in size
Target sequence (Q96KQ7 913-1193 limits assumed): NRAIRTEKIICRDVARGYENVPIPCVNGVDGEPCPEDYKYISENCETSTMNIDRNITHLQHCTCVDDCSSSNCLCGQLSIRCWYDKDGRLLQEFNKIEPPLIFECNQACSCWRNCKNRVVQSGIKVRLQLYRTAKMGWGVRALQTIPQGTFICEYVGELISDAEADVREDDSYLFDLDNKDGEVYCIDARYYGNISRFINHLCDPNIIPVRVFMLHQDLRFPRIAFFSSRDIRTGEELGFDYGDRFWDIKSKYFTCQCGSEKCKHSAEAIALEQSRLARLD
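Signal arises when biotinylated H3K9 peptide, once monomethylated, bridges streptavidin donor and antibody-captured acceptor beads. Enzyme at 20 nM was preincubated 15 min with test compounds; peptide 500 nM and SAM 20 uM then reacted for 2 h.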
HP1b chromo inh: inhibitors of HP1-beta chromodomain binding to methylated histone tails | AlphaScreen HP1-beta / biotin-H3K9me3 peptide binding | Potency, µM (top dose mostly 114 µM), for the others: at the top dose activity change, negative = inhibition, most hits filed as inhibitors | actives 0.56% (n = 390,000) | AID 540317; further: potency means the concentration at half of the fitted maximal effect; nearly all actives have a fitted effect of over 70% in size; inactives centre near 23
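AlphaScreen: HP1-beta (50 nM) preformed 30 min with biotin-H3(1-18)K9me3 peptide (50 nM) in PBS pH 7.4, 0.01% Tween-20. Compound added for 30 min at RT, then streptavidin donor/nickel chelate acceptor beads (10 ug/mL) for 30 min.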
BAZ2B block: blocks human BAZ2B | actives 4.4% (n = 360,000) | AlphaScreen BAZ2B-H3K14Ac peptide displacement | Potency, µM (series often up to 114 µM), without a hit: top-dose activity change, negative = inhibition, most hits filed as inhibitors | Q9UIF8; further: potency means the concentration at half of the fitted maximal effect; on the % scale 0 is the no-effect control and ±100 the full control effect; nearly all actives have a fitted effect of over 60% in size
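AlphaScreen luminescence quantifies BAZ2B engagement of H3K14Ac peptide; the protein and biotinylated peptide are both at 50 nM final, buffer PBS pH 7.4 with 0.01% Tween-20, all steps at room temperature.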
PI4K2A inh: inhibitors of human PI4K2A | actives 0.13% (n = 420,000) | activity change, negative = inhibition, % at 76.9 µM | purified PI4K2A, ADP-Glo luminescence, 1 h; hits give low values | AID 1346378; in the data active means activity change below about -50%; inconclusive means mostly about -30% to -49%;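 further: -100% = wells without enzyme as full effect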
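In this quantitative HTS, ADP production by PI4K2A was quantified luminescently after 1 h at ambient temperature; 100 microM adenosine served as plate-quality control.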
JMJD2A Tudor inh: blocks the human JMJD2A Tudor domain. Potency, µM (top dose mostly 114 µM), inactives show at the highest dose activity change, negative = inhibition, usual class: inhibitors. AlphaScreen JMJD2A-Tudor / H3K4me3 peptide binding. O75164. actives 4.4% (n = 390,000); further: potency means the concentration at half of the fitted maximal effect; on the % scale 0 is the no-effect control and ±100 the full control effect; nearly all actives have a fitted effect of over 50% in size
ERG-DNA inh: inhibitors of human ERG Ets domain-DNA interaction | Potency, µM (top dose mostly 76.9 µM), without a hit: at the highest dose FP activity, negative = inhibition, actives largely listed as inhibitors | actives 0.028% (n = 370,000) | P11308 | fluorescence polarization, His-ERG Ets domain / labelled DNA | AID 624246; active means well fitted inhibition curve with a large enough effect in the polarisation, with a control signal flat; inconclusive means small, poorly fitted or top-dose-only effect, or effect the other way, or a change in a side signal; inactive means no such curve, though single readings can be large or run the other way; the % refers to the polarisation;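 further: polarization taken with two DNA probes labelled with fluorescein and Texas red; potency means the concentration at half of the fitted maximal effect; % of control where 0% means no effect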
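His-tagged ERG Ets domain (1 uM in the protein solution; 300mM KCl, 50mM Tris-HCl, 1mM EDTA, 1mM DTT, pH 7.5) received compound, then a probe mix of 5 nM fluorescein-DNA and 100nM Texas-615-DNA. Fluorescence polarization was read for both dyes.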
Pin1 inhibitor: inhibitors of human Pin1 | Pin1 FP peptide displacement, HiFluor488, 10 min | Potency, µM (doses to about 115 µM), without a hit: top-dose activity, negative = inhibition, actives largely listed as inhibitors | AID 504891 | actives 0.009% (n = 390,000) | Q13526; active means well fitted inhibition curve with a large enough effect in the polarisation, with a control signal flat, not every such curve was filed as active; inconclusive means small, poorly fitted or top-dose-only effect, or effect the other way, or a change in a side signal; inactive means no such curve, though single readings can be large or run the other way; the % refers to the polarisation; further: potency means the concentration at half of the fitted maximal effect; on the % scale 0 is the no-effect control and ±100 the full control effect
Target sequence (Q13526 whole entry, looked up): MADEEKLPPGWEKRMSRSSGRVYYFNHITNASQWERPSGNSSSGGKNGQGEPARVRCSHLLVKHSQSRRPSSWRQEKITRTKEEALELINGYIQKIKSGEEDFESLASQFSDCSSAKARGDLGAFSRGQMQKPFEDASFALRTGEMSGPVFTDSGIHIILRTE
GLS inhibitor: glutaminase GLS (human) inhibition | GLS enzymatic activity, qHTS titration | Potency, µM (titrated, usually from 45.5 µM), for inactives: at the highest dose activity change, negative = inhibition, most hits filed as inhibitors | actives 0.21% (n = 410,000) | AID 624170; further: potency means the concentration at half of the fitted maximal effect; on the % scale 0 is the no-effect control and ±100 the full control effect
Target sequence (O94925 whole entry, looked up): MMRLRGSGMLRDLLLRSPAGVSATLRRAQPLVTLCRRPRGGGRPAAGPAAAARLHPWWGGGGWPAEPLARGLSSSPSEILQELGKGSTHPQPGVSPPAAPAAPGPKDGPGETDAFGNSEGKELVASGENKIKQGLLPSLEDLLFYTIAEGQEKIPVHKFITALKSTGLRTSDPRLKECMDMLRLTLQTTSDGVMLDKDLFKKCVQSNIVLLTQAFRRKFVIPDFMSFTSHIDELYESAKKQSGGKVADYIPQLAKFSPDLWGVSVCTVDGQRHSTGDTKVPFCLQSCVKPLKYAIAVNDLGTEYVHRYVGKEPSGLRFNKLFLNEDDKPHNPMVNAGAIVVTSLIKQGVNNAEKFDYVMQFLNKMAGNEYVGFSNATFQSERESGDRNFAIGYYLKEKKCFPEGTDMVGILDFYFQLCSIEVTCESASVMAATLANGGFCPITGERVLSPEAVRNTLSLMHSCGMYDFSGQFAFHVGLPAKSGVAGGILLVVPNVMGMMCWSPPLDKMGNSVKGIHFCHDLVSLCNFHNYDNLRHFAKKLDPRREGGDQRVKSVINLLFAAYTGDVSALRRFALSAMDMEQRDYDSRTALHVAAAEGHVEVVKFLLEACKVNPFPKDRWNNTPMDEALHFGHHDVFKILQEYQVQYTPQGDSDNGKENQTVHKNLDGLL
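Read-out is an Amplex red fluorescence increase coupled through glutamate oxidase and HRP, measured before and after 30 min room-temperature incubation. hKGA is in 45 mM KH2PO4 (pH 8.2) with 0.02% Tween-20; glutamine added as 1mM solution.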
PGK inhibitor: T. brucei PGK inhibition. P07378. PGK/GAPDH coupled, Kinase-Glo luminescence, 60 min. Potency, µM (titrated, usually from 57.5 µM), without a hit: at the top dose activity change, negative = inhibition, actives largely listed as inhibitors. actives 0.043% (n = 380,000). AID 602233; further: potency means the concentration at half of the fitted maximal effect; on the % scale 0 is the no-effect control and ±100 the full control effect; nearly all actives have a fitted effect of over 60% in size
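Recombinant glycosomal PGK reaction used 1,3-bisphosphoglycerate generated in-well by GAPDH (100nM final) in 100mM TEA pH 7.6, 5mM MgCl2, 0.01% Tween-20. After 60 minutes at room temperature, ATP was read by Kinase-Glo Plus luminescence end-point.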
The depositor's hits bear a star; i = inactive; ? = inconclusive; nt = not tested or not shown; & = joins results of further samples; [ ] = remark or other dose. Unless noted, the call rests on the fitted dose curve; in most records, active means well fitted curve in the direction sought with a large enough effect; inconclusive means small, poorly fitted or top-dose-only effect, or another doubt; inactive means no such curve, though single readings can be large; an effect the other way counts as inactive or inconclusive.

nr	G9a block	HP1b chromo inh	compound	BAZ2B block	PI4K2A inh	JMJD2A Tudor inh	ERG-DNA inh	Pin1 inhibitor	GLS inhibitor	PGK inhibitor
1	-5%[59 µM]	44%	CC(NC(=O)OC(C)(C)C)C(=O)Oc1cc2oc(=O)cc(-c3ccccc3)c2cc1Cl (stereo unspecified)	6%	0	11%	nt	-3%	25%	3%
2	30%[59 µM]	35%	COc1ccc(NC(=O)c2ccc3c(c2)OCO3)cc1Cl	-2%	-12	2%	4%	-8%	-8%	-4%
3	-25%[59 µM]	38%	COc1ccc(NC(=O)c2cccc3c(=O)c4c([nH]c23)CCCC4)cc1	-15%	0	-2%	0%	12%	-6%	-10%
4	17%[59 µM]	21%	CC(C)(C)c1nnc(NC(=O)NS(=O)(=O)c2ccccc2)s1	?	0	-7%	-6%	1%	-1%	i
5	12%[59 µM]	18%	NC(=O)C1(N2CCCCC2)CCN(C(=O)CSc2nc(C(F)(F)F)cc(=O)[nH]2)CC1	8%	-5	-3%	-2%	3%	6%	-4%
6	9%	49%[activator]	Cc1cc(C)c2c(N)c(-c3nnc(SCc4ccc(Cl)cc4)n3C)sc2n1	7%	2	4%	-1%	?	0%	-6%
7	?	23%&12%	CCN(CC)CCCNC(=O)CSc1c2c(nc3cc(Cl)ccc13)CCCC2	-18%	6&1	-10%&1%	7%&-5%	1%&2%	-7%&-1%	-9%
8	-25%	19%	COc1ccc(C(=O)N2CCC(n3nccc3NC(=O)C3CCOC3)CC2)cc1 (stereo unspecified)	-14%	2	-12%	-15%	2%	3%	-6%
9	9%	71%[activator]	Cn1c(Cl)c(/C=N/OC(=O)C2CC2)c2ccccc21	4%	5	34%	7%	2%	11%	6%
10	14%	42%[activator]	COc1ccc(NC(=O)COC(=O)c2cc(OC)c(OC)c(OC)c2)c([N+](=O)[O-])c1	-24%	0	-2%[11.4 µM]	-8%	1%	-3%	5%
11	nt	23%	Cc1sc2nc[nH]c(=O)c2c1-c1ccc(F)cc1	0%	-5	-4%	6%	-10%	2%	1%
12	7%	30%	Cc1cccc([C@@H]2[C@@H]3C(=O)N(Cc4ccccc4)C(=O)[C@@H]3[C@]3(CC(C)C)C(=O)N(c4cccc(Cl)c4)C(=O)N23)c1	-1%	4	-17%	0%	13%	-5%	-1%
13	-26%[12.7 µM]	?	O=C1c2ccccc2-c2onc3ccc(NCCCn4ccnc4)c1c23	14µM*	-21	50µM*	nt	?	-26%	-3%[11.5 µM]
14	19%[0.501 µM]	10%	O=C(CSc1nc(=O)n2ccccc2n1)OCc1ccccc1	11%	3	-19%	-2%	1%	2%	-2%
15	19%[59 µM]	23%	COc1cccc(C(c2sc3nc(C)nn3c2O)N2CCN(c3ccccc3F)CC2)c1 (stereo unspecified)	-1%	9	-23%	1%	2%	0%	7%
16	-14%	23%	COc1ccc(C2CC3(O)NC(=O)C(C#N)(C3C)C2(C#N)C#N)cc1 (stereo unspecified)	-28%	-1	-13%	-11%	0%	0%	-1%
17	7%[59 µM]	42%[activator]	Cc1ccc(CN2C(=O)SC(Nc3ccc(Cl)cc3)C2=O)cc1 (stereo unspecified)	12%	-2	8%	4%	0%	-12%	i
18	-3%[59 µM]	0%	Cc1cc(C)c2oc(=O)cc(CN3CCN(Cc4ccc5c(c4)OCO5)CC3)c2c1	10%	-9	-23%	-2%	10%	0%	-2%
19	-34%[59 µM]	56%[activator]	COc1ccc(CC(=O)N2CCN(c3ccccn3)CC2)cc1	-4%	-3	-6%	-1%	-5%	-7%	-9%
20	40µM*	54%[activator]	COc1ccc(C2/C(=C(/O)c3ccc4c(c3)CC(C)O4)C(=O)C(=O)N2Cc2cccnc2)cc1 (stereo unspecified)	-36%	-5	-21%	13%	1%	-7%	i

Entries by screen from the entries so far:
Nos. 12–19 in PI4K2A inh: 4, -21, 3, 9, -1, -2, -9, -3

Next entries follow:
nr	G9a block	HP1b chromo inh	compound	BAZ2B block	PI4K2A inh	JMJD2A Tudor inh	ERG-DNA inh	Pin1 inhibitor	GLS inhibitor	PGK inhibitor
21	nt	-21%	Cc1ccccc1Cc1c(C)nc2c(C(=O)N3CCN(Cc4ccc5c(c4)OCO5)CC3)cnn2c1C	nt	4	?	1%	14%	6%	-7%
22	37%[activator][59 µM]	43%[activator]	COc1ccccc1C(=O)Nc1ccccc1C(=O)OCc1cc(=O)n2c(C)csc2n1	-3%	6	3%	-1%	1%	5%	-9%
23	nt	46%	COc1cc(O)c(C(C)=O)c(OC)c1	nt	2	-23%	-4%	-5%	-2%	-4%
24	?	-1%	COC(=O)c1ccccc1S(=O)(=O)N1Cc2cc([N+](=O)[O-])ccc2Oc2ccccc21	-12%	-4	-14%	8%	3%	-2%	-4%
25	?	?	Cn1c(-c2ccc(S(=O)(=O)N3CCCC3)cc2)csc1=Nc1ccc(Cl)c(Cl)c1	-29%	-1	50µM*	-3%	40%[activator]	-1%	2%
26	6%	48%[activator]	O=C(Nc1ccc2c(c1)oc1ccccc12)N1CCOCC1	4%	-13	-7%	-2%	-3%	13%	-2%
27	nt	36%	CCN1CC(CN(C)Cc2nc(-c3cccs3)no2)CC1=O (stereo unspecified)	0%	5	3%	7%	0%	-3%	4%
28	7%	29%	CCN1CCN(Cc2nc3c(c(=O)n(C)c(=O)n3C)n2C(C)C(C)=O)CC1 (stereo unspecified)	12%	1	1%[57.1 µM]	1%	-7%	-5%	-6%
29	10%[12.7 µM]	23%	CCC(Sc1nc2ncccc2[nH]1)C(=O)N1CCOCC1 (stereo unspecified)	-23%	1	-15%	-8%	-2%	-2%	-4%
30	5%	1%	CC1(c2ccc(OCC(N)=O)cc2)NC(=O)NC1=O (stereo unspecified)	6%	2	-8%	1%	-2%	16%	9%
31	24%	-15%	COc1ccc(Br)cc1/C=N/NC(=O)c1ccc(COc2ccc3c(c2)CCC3)o1	0%	-4	-19%[11.4 µM]	-4%	4%	-11%	-3%
32	-11%[0.501 µM]	33%	COc1ccc(S(=O)(=O)Nc2c(C)n(C)n(-c3ccccc3)c2=O)c(Cl)c1Cl	7%	0	0%	12%	1%	11%	3%
33	nt	7%	Brc1ccsc1/C=N/Nc1ccccc1	nt	-2	-19%	13%	-5%	?	i
34	?	18%	CCOC(=O)c1c(-c2ccccc2)oc2ccc(O)c(CN(C)C)c12	6%	-1	-19%	-3%	-5%	18%	-11%
35	20%[12.7 µM]	47%[activator]	O=C(NCc1ccccc1CN1CCCC1)c1cc2cc(Cl)ccc2o1	-4%	1	-5%	-2%	1%	6%	-7%
36	6%[59 µM]	27%	Cc1cccc(-c2noc(CCCC(=O)N3CCOCC3)n2)c1	9%	4	-16%	-2%	-2%	-20%	0%
37	2.2µM*	47%[activator]	COc1cc(/C=N/n2c(C)n[nH]c2=S)ccc1OCc1ccccc1	?	-1	-9%[57.1 µM]	-4%	-1%	-9%	-4%
38	56µM*	24%	COc1ccc(CN2C(=O)CN=C2Nc2cccc(C)c2C)cc1	?	-2	-23%	-4%	0%	15%	-2%
39	nt	?	COc1ccc(C2C3=C(CCCC3=O)NC3=C2C(=O)c2ccccc23)cc1 (stereo unspecified)	35µM*	2	50µM*	0%	1%	-17%	-6%
40	-3%	35%	COCCNc1ccc(-c2n[nH]c(=O)c3ccccc23)cc1[N+](=O)[O-]	2%	-2	-13%	12%	-1%	-7%	i
41	51%[activator][12.7 µM]	19%	Cc1sc2ncnc(SCC(=O)NNC(=O)COc3cccc4ccccc34)c2c1C	7%	2	-15%	-1%	-2%	1%	11%
42	5%[59 µM]	12%	Cc1c(Br)cc(C(=O)OC2CCN(C)CC2)c(C)c1C	-10%	7	-9%	0%	0%	-5%	i
43	19%	52%[activator]	Cn1c(CC(=O)NN)c(Sc2ccccc2)c2ccccc21	-1%	0	0%	2%	-4%	15%	-7%
44	-8%	26%	COc1ccc(CCNC(=O)CCCn2nc(C)c([N+](=O)[O-])c2C)cc1OC	-14%	-3	-19%	3%	-3%	3%	-1%
45	nt	39%	CCCc1cc(=O)[nH]c(SCC(=O)N2CCc3ccccc32)n1	nt	0	6%	-6%	-1%	-6%	-5%
46	3%[0.501 µM]	11%	CCOc1ccc(NC(=O)CCN2C(=O)C3CCCCC3C2=O)cc1OCC (stereo unspecified)	-15%	-4	-21%	-8%	-5%	0%	-6%
47	5%[59 µM]	41%[activator]	Cc1ccc(C)c(N2CCN(C(=O)c3cnc4c(-c5ccccc5)c(C)nn4c3C)CC2)c1	-16%	-3	-3%	-9%	36%[activator]	9%	0%
48	-2%	12%	C/C(CC(=O)Nc1cc(C)ccn1)=N\NC(=O)c1ccc(C(C)(C)C)cc1	-37%	-7	-16%	4%	1%	7%	-9%
49	?	?	CC(C)COC(=O)c1ccc2c(c1O)C(=O)c1ccccc1C2=O	10µM*	-3	7.9µM*	5%	-9%	9%	-15%
50	0%[0.501 µM]	40%[activator]	CCn1c2ccccc2c2nnc(SCCN3CCOCC3)nc21	6%	0	-9%	-1%	2%	-1%	3%
51	-36%[59 µM]	34%	COc1cc(-c2nc3n(n2)C(c2ccc(F)cc2)C(C(N)=O)=C(C)N3)cc(OC)c1OC (stereo unspecified)	2%	2	-1%	11%	6%	6%	-2%
52	15%[12.7 µM]	6%	O=C(N/N=C/c1cccc(NC(=O)c2ccc(Cl)cc2)c1)c1cccc(O)c1	-13%	-8	-11%	-6%	10%	-13%	-1%
53	-12%[59 µM]	11%	CCCCOc1c(Cl)cc(CNC(C)(C)CO)cc1OCC	11%	-6	-15%	3%	0%	-2%	nt
